Screens deposited in PubChem by Broad Institute.
PAX8 inh HTS = inhibitors of PAX8-driven TPO luciferase reporter, primary screen, RMG-I cells, single concentration; hit rate 1.2% among 360,000; AID 652154, 2013; inhibition, % at 12.6 µM; SteadyGlo, 24 h;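 active = mean replicate inhibition at least 60% with every replicate also reaching 60%; inconclusive = only one of the two criteria is met; inactive = mean below 60% and not all replicates reaching 60%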;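 also: luciferase light reporting Pax8 driven TPO promoter activity; plate controls were median of neutral control wells for no effect and mitoxantrone controls for full effect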
EWS-Fli block = EWS/Fli-driven NR0B1 reporter inhibitors, primary screen, A673 cells, NR0B1 luciferase, luminescence, MLPCN library; AID 651661, 2012; hit rate 0.67% among 350,000; viability-normalised; inhibition, % at 12.6 µM;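 active = mean inhibition of at least 50% after viability correction, with every replicate also passing that limit; inconclusive = mean reaches 50% but only one of two replicates passes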;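 also: firefly luciferase signal divided by Alamar Blue viability fluorescence both relative to DMSO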
Xi reactivation = activators of inactive X chromosome reactivation, primary screen, imaging, XiGFP fibroblasts, GFP high-content imaging, set 2; hit rate 0.055% among 360,000; XiGFP mouse fibroblasts, % GFP-positive cells imaging, 3 d; cells co-treated with 5-aza-dC sensitizer; scaled so ellipticine positive control = 100%; AID 743238, 2013; activation, % at 7.58 µM;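 active = mean normalized replicate activation at least 10% and every replicate at or above 10%; inconclusive = only one of the two criteria met; inactive = mean below 10% and not all replicates reach 10%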;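 also: 0% = median of on-plate neutral control wells and 100% = ellipticine 6 µM median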
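System: XiGFP fibroblasts, SV40-immortalized. Medium: DMEM plus 5-aza-dC sensitizer. Doses: single point. Timing: 3 d treatment, 15 min room-temperature fixation. Control set: ellipticine 6 µM.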
F508del corr = F508del CFTR correction, initial screen, CFBE line, single point; CFBE cells, YFP halide quenching; stimulated with forskolin plus potentiator P3; % fluorescence drop versus neutral controls; AID 720511, 2013; hit rate 0.36% among 350,000; activity (quench increase), % at 7.58 µM;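 active = mean added fluorescence quench of at least 8% versus neutral control, with both replicates also reaching 8%; inconclusive = only one of the mean or replicate conditions met; inactive = mean below 8% and not both replicates reaching 8%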;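 also: cells transiently co-express mutant CFTR-F508del with the halide-sensitive YFP; corrector assay measuring rescue of mutant channel to the surface after 24 h compound exposure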
ARNT TACC3 PPI = disruptors of ARNT/TACC3 protein interaction, primary screen, biochemical, AlphaScreen, single concentration. Transforming acidic coiled-coil-containing protein 3 (Homo sapiens), Q9Y6A5. AlphaScreen His-ARNT PAS-B/GST-TACC3 binding, luminescence; TACC3 fragment carries E629A point mutation. inhibition, % at 9.99 µM. hit rate 0.66% among 390,000. AID 623870, 2012;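 active = mean inhibition of replicates at least 50% and at least half of replicates each reaching 50%; inconclusive = half or more replicates reach 50% but mean below 50%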;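 also: 0% = complete ARNT plus TACC3 wells and 100% = ARNT alone without TACC3; many hits fall short of the cut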
GSIS activator = GLuc luminescence reporter in INS-1E cells, primary screen for activators of glucose-dependent secretion of insulin; AID 743287, 2014; hit rate 0.61% among 370,000; activation, % at 16.6 µM; INS-1E GLuc reporter insulin secretion, 2-3 h;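 active = lowest replicate activation of at least 40%, so every replicate reaches that level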;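 also: 0% = median of neutral control wells and 100% = median of IBMX positive control wells; some compounds called inactive have numbers as strong as hits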
DENV2 CPE rescue = inhibitors of DENV2 cytopathic effect, primary screen, cell-based, plate reader, single concentration; DENV2-infected cells, cytopathic effect rescue; CPE inhibition, % at 9.99 µM; hit rate 1.7% among 350,000; in the data active = CPE inhibition above about 20%, passing the limit was not always enough; inconclusive = no clear call, values can overlap the other calls; tested in BHK-21 cells;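 also: 0% = median of neutral control wells and 100% = median of positive control wells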
ERp5 block = inhibitors of ERp5-driven insulin aggregation, primary screen, biochemical, turbidity, absorbance 650 nm, single point. hit rate 0.05% among 350,000. inhibition, % at 9.99 µM. 90 min. Protein disulfide-isomerase A6 (Homo sapiens), Q15084;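 active = mean replicate inhibition above about 25%, with every replicate also reaching it, limit read from the data, passing the limit was not always enough; inconclusive = only one of those two criteria met; inactive = neither criterion met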
Target sequence (Q15084 whole entry, looked up): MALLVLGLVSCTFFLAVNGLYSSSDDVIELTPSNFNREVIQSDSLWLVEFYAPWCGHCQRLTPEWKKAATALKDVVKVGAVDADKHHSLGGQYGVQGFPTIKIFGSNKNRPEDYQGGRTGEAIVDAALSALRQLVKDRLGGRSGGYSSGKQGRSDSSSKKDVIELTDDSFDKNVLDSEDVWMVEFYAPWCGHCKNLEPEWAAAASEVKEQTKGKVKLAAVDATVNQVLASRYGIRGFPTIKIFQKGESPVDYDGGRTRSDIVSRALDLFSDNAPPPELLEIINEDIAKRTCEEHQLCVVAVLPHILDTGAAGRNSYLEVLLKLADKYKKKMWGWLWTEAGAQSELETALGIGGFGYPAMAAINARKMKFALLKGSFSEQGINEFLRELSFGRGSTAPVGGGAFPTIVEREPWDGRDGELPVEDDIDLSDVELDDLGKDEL
* hit, by the source's call; ? = inconclusive; · = no result given; & = joins results of further samples.

SMILES	PAX8 inh HTS	EWS-Fli block	Xi reactivation	F508del corr	ARNT TACC3 PPI	GSIS activator	DENV2 CPE rescue	ERp5 block
C[C@H]1CN([C@@H](C)CO)C(=O)c2cc(C#CC(C)(C)O)cnc2O[C@H]1CN(C)Cc1cccc(F)c1	22	-6	0.3	-4.3	·	4	·	·
Cc1ccc(OCC(=O)N(Cc2ccccc2)c2c(N)n(Cc3ccccc3)c(=O)[nH]c2=O)c(C)c1	1	13	0.1	-1.4	-4	-12	1	5
C[C@@H]1CN([C@H](C)CO)C(=O)c2cc(NS(=O)(=O)c3ccc(Cl)cc3)ccc2O[C@@H](C)CCCCO[C@@H]1CN(C)Cc1ccc2c(c1)OCO2	-11&58	-1&22	0.1	-1.3&0.2	6&6	-15	?	2&2
Cc1cc(=O)oc2cc(NS(=O)(=O)c3ccccc3)ccc12	31	3	0.0	-0.4	-1	-4	6	3
CN(C)CCCN(C(=O)c1ccco1)c1nc2ccc(Br)cc2s1	-34	3	-0.1	0.8	8	-17	1	-7
Cc1ccccc1C(=O)NC[C@@H]1CCCN2CCCC[C@H]12	-10	2	0.3	1.3	0	8	0	0
c1cc(-c2ccc(C3[C@H]4CNC[C@@H]3N4CC3CCOCC3)cc2)ccn1 (stereo partly drawn)	-6	-7	0.1	0.1	·	6	13	2
O=C(c1ccc(-n2cccn2)cc1)N1CCN(c2ncccc2C(F)(F)F)CC1	·	11	0.0	3.4	-3	-13	?	5
C[C@H]1CN([C@@H](C)CO)C(=O)c2c(c3ccccc3n2C)-c2ccccc2CO[C@H]1CN(C)S(=O)(=O)c1ccccc1C#N	14	9	-0.2	1.3	-2	1	?	1
O=C(/C=C/c1ccc([N+](=O)[O-])cc1)NCCSCc1ccco1	-4	·	-0.1	·	-6	-18	·	·
C[C@@H]1CN([C@H](C)CO)C(=O)Cc2cc(NC(=O)C3CC3)ccc2O[C@H]1CN(C)C(=O)Nc1ccc(F)cc1	·	-21	-1.2	-2.4	-2	19	?	-1
COc1ccc(NC(=O)c2oc3ccc(S(=O)(=O)N4CCOCC4)cc3c2C)c(OC)c1	9	-8	-0.2	-3.0	-29	-13	10	-3
COCC(=O)Nc1ccc2c(c1)C(=O)N(C)C[C@H](OC)[C@H](C)CN(Cc1cncnc1)[C@@H](C)CO2	·	0	0.0	-3.2	-6	1	6	-5
COc1ccc(CNn2c(-c3cccs3)nc3ccccc3c2=O)cc1OC	10	-2	0.1	1.5	·	-2	3	0
CCCNC(=O)CN1C(=O)NC(CCSC)C1=O (stereo not drawn)	7	-12	0.0	-0.5	2	6	4	-3
Cn1c(=O)c(Nc2ccc(Cl)cc2)c2c3c(cccc31)C(=O)c1ccccc1-2	12	5	3.0	3.2	·	1	·	-2
CC(C)CNC(=O)CSc1ccc(S(=O)(=O)N2CCN(C)CC2)cn1	4	-3	0.0	1.3	-10	·	-4	1
Cc1ccc(Nc2n[nH]c(C)c2[N+](=O)[O-])cc1	-92	·	0.1	·	-5	0	·	·
CS(=O)(=O)c1cccc(NC(=O)C2CCCN2S(=O)(=O)c2ccc(F)cc2)c1 (stereo not drawn)	-1	-3	0.3	-0.4	·	2	1	4
Cc1noc(COc2ccccc2OCC(N)=O)n1	-8	4	0.2	-1.2	·	12	-1	3
COc1ccc(C2=NC(C)(C)Cc3cc(OC)c(OC)cc32)cc1OC	2	5	0.0	3.1	-4	41	-1	1
CN(C)CCCNC(=O)C[C@H]1C[C@H](C(=O)N2CCCCC2)[C@@]2(CCc3ccccc3)c3[nH]c4ccc(Cl)cc4c3CCN2C1=O	-5	63*	0.4	2.1	25	·	-7	11
O=C(C[C@H]1CC[C@H](NC(=O)Nc2ccccc2)[C@@H](CO)O1)NCc1ccccn1	-13	-8	0.4	1.2	-29	7	3	4
C[C@@H]1CN([C@@H](C)CO)C(=O)CCCn2cc(nn2)CO[C@H]1CN(C)S(=O)(=O)c1ccc(C#N)cc1	-17&-40	-4&-2	0.2&-0.6	0.9&0.1	-6	11&15	16&4	0&5
CCn1c(=O)c(=O)[nH]c2cc(C(=O)NCC3CCCCC3)ccc21	-21	·	0.2	·	4	8	·	·
Cc1ccc(C2(C)NC(=O)N(CC(=O)N(c3ccccc3)C3CCS(=O)(=O)C3)C2=O)cc1 (stereo not drawn)	·	2	0.1	4.9	2	2	-6	3
CC1(NC(=O)NCc2ccco2)CCS(=O)(=O)C1 (stereo not drawn)	-2	0	0.0	·	-5	8	10	0
COC(=O)[C@@H]1Cc2c([nH]c3ccccc23)C(C)(C)N1C(=O)CCl	112*	58*	0.1	-4.6	-4	23&-13	-3	-3&1
COc1cc(CC(=O)N2CCC(n3nccc3NC(=O)C3CC3)CC2)cc(OC)c1OC	·	·	0.1	-1.3	2	19	9	0
C[C@@H]1CN([C@@H](C)CO)C(=O)Cc2cc(NC(=O)Nc3ccc(C(F)(F)F)cc3)ccc2O[C@H]1CN(C)S(=O)(=O)c1cn(C)cn1	15	5	-0.8	-1.2	·	-9	2	-3
Cc1ccc(S(=O)(=O)N(C)C[C@H]2OCCCC[C@@H](C)Oc3ccc(NS(=O)(=O)c4ccc(F)cc4)cc3C(=O)N([C@@H](C)CO)C[C@H]2C)cc1	83*	2	-0.1	2.1	12	-16	-3	0
CNS(=O)(=O)c1ccc(C(=O)NCC(=O)NCC2COc3ccccc3O2)cc1 (stereo not drawn)	6	-4	0.1	-0.5	2	27	-1	-7
O=C(NN1C(=O)c2ccccc2NC1c1ccc([N+](=O)[O-])o1)c1ccc([N+](=O)[O-])cc1 (stereo not drawn)	31	19	0.1	0.3	12	-22	-5	0
COc1ccc(C(=O)Nc2cccc(C(=O)NCc3ccccc3)c2)cc1	-16	-23	0.0	-7.0	1	·	-5	-2
COc1ccc2c3c(n(C)c2c1)[C@@H](CO)NCC31CN(C(=O)Nc2ccccc2F)C1	·	14	0.1	0.9	·	-4	-11	0
O=C(C[C@@H]1CC[C@H]2[C@@H](COC[C@H](O)CN2C(=O)Nc2ccc(C(F)(F)F)cc2)O1)NCC1CCCCC1	·	·	0.0	-2.6	-8	-12	-4	1

Record cards, from the list above. Order of screens: PAX8 inh HTS | EWS-Fli block | Xi reactivation | F508del corr | ARNT TACC3 PPI | GSIS activator | DENV2 CPE rescue | ERp5 block
Entry for O=C(NN1C(=O)c2ccccc2NC1c1ccc([N+](=O)[O-])o1)c1ccc([N+](=O)[O-])cc1 (stereo not drawn) → 31 | 19 | 0.1 | 0.3 | 12 | -22 | -5 | 0
Entry for Cc1noc(COc2ccccc2OCC(N)=O)n1 → -8 | 4 | 0.2 | -1.2 | · | 12 | -1 | 3

Next results
SMILES	PAX8 inh HTS	EWS-Fli block	Xi reactivation	F508del corr	ARNT TACC3 PPI	GSIS activator	DENV2 CPE rescue	ERp5 block
COc1cccc(S(=O)(=O)Nc2ccc3c(c2)C(=O)N(C)[C@@H]2CC[C@H](CC(=O)NCC4CCCCC4)O[C@H]2CO3)c1	5	3	0.0	-2.9	2	-8	-10	-1
CC(C1CC2CCC1C2)N1CC(O)=C(c2nc3ccccc3[nH]2)C1=N (stereo not drawn)	2	-3	0.2	-3.4	8	-21	12	6
CCCCc1nc2cc(C(=O)N3CCC[C@H]3CO)ccc2o1	-83	-49	0.1	-0.5	19	-3	-2	-6
CCOc1ccc(NC(=O)c2sc(N3CCOCC3)nc2-c2ccccc2)cc1	-2	·	-0.1	·	-10	-14	·	·
C[C@@H]1CCCCO[C@@H](CN(C)C(=O)c2ccccc2)[C@@H](C)CN([C@@H](C)CO)C(=O)c2cc(NC(=O)Nc3ccccc3)ccc2O1	0	-5	0.0	1.4	4	-8	?	-1
C[C@H]1CN([C@@H](C)CO)C(=O)Cc2cc(NC(=O)Nc3ccccc3)ccc2O[C@@H]1CN(C)Cc1ccc(C(=O)O)cc1	-1	-5	0.0	-2.6	-7	4	2	-3
O=C(NC(=S)N1CCCC1)c1ccc(Cl)cc1	-19	12	-0.1	3.1	5	2	18	-4
CC1=CC(C)(C)Nc2ccc(OC(=O)CCN3C(=O)c4ccccc4C3=O)cc21	7	-7	4.5	·	2	·	-3	-3
COc1ccc(CCNCc2ccc(OCc3ccccc3)cc2)cc1	-4	-5	0.0	-1.0	4	-15	11	-1
O=C(Nc1n[nH]c(=S)s1)c1ccco1	-2	0	0.1	-2.5	4	5	-5	1
Cc1ccc(C(=O)NCc2nc3ccccc3[nH]2)o1	7	·	0.3	-0.9	17	-1	5	5
COc1ccc(CN(C)C[C@H]2Oc3ccc(NC(=O)Nc4ccc(C(F)(F)F)cc4)cc3CC(=O)N([C@@H](C)CO)C[C@H]2C)cc1	1	35	0.0	-2.5	-11	-19	-3	3
COc1ccc(CCNC(=O)CC(=O)N/N=C/c2ccc(Br)cc2)cc1OC	-10	-12	0.0	3.0	-13	·	2	?
COc1ccc2c3c([nH]c2c1)[C@@H](CO)N(C(=O)CN(C)C)CC31CCN(Cc2cncnc2)CC1	-28	1	0.0	0.5	·	7	-5	6
CCOc1ccc(N2CC(C(=O)NCc3ccccn3)CC2=O)cc1 (stereo not drawn)	2	1	-0.1	1.5	24	12	-3	2
CCCCC(=O)N(C)c1c(CC)nc2c(OCC(=O)c3ccc(F)cc3)cccn12	-3	-14	?	1.4	·	-5	-1	3
O=C(O)c1[nH]c(-c2ccccc2)c2c1C(=O)N(C1CC1)C2=O	-7	-8	0.2	0.7	·	0	4	10
Cc1cc(C(C)(C)C)oc1C(=O)OCC(=O)NC1CCCCC1	3	-6	-0.7	-1.1	-6	21	?	2
O=C(CCC(=O)OCc1cccc([N+](=O)[O-])c1)Nc1ccc(F)cc1	7	1	0.0	·	·	1	7	0
CCC1CCCCN1C(=O)CSc1n[nH]c(N)n1 (stereo not drawn)	-7	2	0.1	1.1	-1	-11	-3	-3
COc1ccc(C(F)(F)F)cc1N/C=C/c1nnnn1-c1ccc2ccccc2c1	-2	2	0.8	·	11	25	1	-3
O=C(c1cccnc1)N1C[C@@H]2[C@H](c3ccccc31)[C@@H](CO)N2C(=O)Nc1ccccc1	16	0	0.1	-1.7	12	-2	-5	4
C[C@H](CO)N1C[C@H](C)[C@H](CN(C)S(=O)(=O)c2ccccc2)Oc2ccc(NC(=O)Cn3cnnn3)cc2C1=O	·	-10	0.0	0.8	·	13	-4	-7
Cc1ccc(S(=O)(=O)N2CCOCC2)cc1C(=O)N1CCN(S(=O)(=O)c2ccccc2F)CC1	7	2	0.0	-0.9	13	-1	6	-1
CCOc1ccc(NC(=S)N(CCc2c(C)[nH]c3ccccc23)Cc2cccnc2)cc1	-2	5	-0.1	1.6	11	-12	-4	1
COc1ccc(CN(C)CC(=O)Nc2ccc(N3CCOCC3)cc2)cc1OC	-22	-2	-0.1	·	-1	22	-4	4
CCCCn1c(N)c(N(CC(C)C)C(=O)c2cc3c(s2)CCCCC3)c(=O)[nH]c1=O	-41	-3	0.2	-1.5	-6	28	4	-1
O=C(NC1CC(=O)N(c2ccccc2)C1)N1CCN(C(=O)c2ccco2)CC1 (stereo not drawn)	-20	2	0.3	-1.0	-4	1	13	-1
